High-throughput results (PubChem)
BioA inh = M. tuberculosis BioA enzyme inhibitors, primary screen, biochemical, plate reader, single point, HTS | 7,8-diaminopelargonic acid synthase BioA (Mycobacterium tuberculosis) | purified M. tuberculosis BioA enzyme | inhibition, % at 9.99 µM | hit rate 0.096% among 360,000 | AID 602481, 2012; in the data active = inhibition above about 40%
Active calls of the source: *. An excerpt; the hit share may differ from the screen's.

> C[C@@H]1CN([C@@H](C)CO)S(=O)(=O)c2ccc(/C=C/c3ccccc3)cc2O[C@@H]1CN(C)CC1CC1
  BioA inh: -0.6

> COc1ccc(NC(=O)N(C)C[C@H]2OCCCC[C@H](C)Oc3ccc(NS(=O)(=O)c4c(C)noc4C)cc3C(=O)N([C@@H](C)CO)C[C@H]2C)cc1
  BioA inh: -0.3

> CCC(=O)N1C[C@@H](O)COC[C@@H]2O[C@H](CC(=O)NCc3ccc(Oc4ccccc4)cc3)CC[C@H]21
  BioA inh: 0.7

> CN1c2ccc(Br)cc2[C@@H]2[C@@H](CCN2S(=O)(=O)c2ccc(F)cc2)[C@H]1CO
  BioA inh: 1.5

> C[C@@H]1CN([C@H](C)CO)C(=O)Cc2cc(NS(C)(=O)=O)ccc2O[C@H]1CN(C)Cc1ccc(C(=O)O)cc1
  BioA inh: -2.6

> C[C@H]1CN([C@@H](C)CO)C(=O)c2cc(-c3ccncc3)cnc2O[C@@H]1CN(C)C(=O)Cc1cccnc1
  BioA inh: 1.0

> CN(C)CCCNC(=O)C[C@@H]1CC[C@@H]2[C@@H](COc3ccc(NS(C)(=O)=O)cc3C(=O)N2C)O1
  BioA inh: 0.0

> C[C@H](CO)N1C[C@H](C)[C@@H](CN(C)C(=O)Nc2cc(F)ccc2F)Oc2cc(C#CC3CCCC3)ccc2S1(=O)=O
  BioA inh: -9.0

> COc1ccc(NC(=O)Nc2ccc3c(c2)C(=O)N([C@H](C)CO)C[C@H](C)[C@H](CN(C)C(=O)Nc2c(C)noc2C)OCCCC[C@H](C)O3)cc1
  BioA inh: 0.2

> Cc1noc(C)c1NC(=O)N(C)C[C@H]1Oc2c(NS(=O)(=O)c3ccccc3)cccc2C(=O)N([C@H](C)CO)C[C@H]1C
  BioA inh: -0.5

> C[C@H](CO)N1C[C@H](C)[C@@H](CN(C)Cc2cccc(C(=O)O)c2)Oc2cc(C3=CCCCC3)ccc2S1(=O)=O
  BioA inh: 7.0

> O=C(O)C[C@@H]1C=C[C@@H](NC(=O)c2ccccc2F)[C@H](CO)O1
  BioA inh: -4.0

> C/C=C/c1ccc2c(c1)O[C@@H](CN(C)C(=O)CC)[C@H](C)CN([C@H](C)CO)S2(=O)=O
  BioA inh: 8.0

> COc1ccc(-c2ccc([C@H]3[C@H](C#N)N[C@@H]3CO)cc2)cc1
  BioA inh: -1.2

> C[C@H](CO)N1C[C@H](C)[C@@H](CN(C)Cc2cccnc2)OCc2ccccc2-c2ccccc2C1=O
  BioA inh: 0.5

> CCCNC(=O)N1[C@@H](C#N)[C@H](c2ccc(C#Cc3ccc(F)cc3)cc2)[C@@H]1CO
  BioA inh: -2.2

> C[C@H](O)C#Cc1ccc2c(c1)O[C@H](CN(C)C(=O)CN(C)C)[C@H](C)CN([C@@H](C)CO)S2(=O)=O
  BioA inh: 0.6

> COC(=O)C(CC#Cc1ccc2c(c1)[C@]1(C(=O)N2)[C@H](c2ccc(OCCO)cc2)N2[C@H](c3ccccc3)[C@H](c3ccccc3)OC(=O)[C@H]2[C@@H]1C(=O)N1CCc2cc(OC)c(OC)cc2C1)C(=O)OC
  BioA inh: -2.1

> COc1ccc(S(=O)(=O)Nc2ccc3c(c2)CC(=O)N([C@@H](C)CO)C[C@H](C)[C@@H](CN(C)C(=O)Nc2ccccc2)O3)cc1
  BioA inh: -0.4

> COc1ccc(NC(=O)N(C)C[C@H]2Oc3ccc(NS(=O)(=O)c4ccccc4)cc3C(=O)N([C@@H](C)CO)C[C@@H]2C)cc1
  BioA inh: 9.1

> CC(C)NC(=O)Nc1ccc2c(c1)CC(=O)N([C@@H](C)CO)C[C@@H](C)[C@H](CN(C)Cc1ccc3c(c1)OCO3)O2
  BioA inh: -4.0

> COc1ccc(S(=O)(=O)Nc2ccc3c(c2)C(=O)N([C@@H](C)CO)C[C@H](C)[C@@H](CN(C)Cc2ccc(C(=O)O)cc2)OCCCC[C@H](C)O3)cc1
  BioA inh: -3.4

> CC(C)NC(=O)Nc1ccc2c(c1)CC(=O)N([C@H](C)CO)C[C@@H](C)[C@@H](CN(C)S(=O)(=O)c1ccc(F)cc1)O2
  BioA inh: 4.0

> Cc1noc(C)c1S(=O)(=O)Nc1ccc2c(c1)C(=O)N([C@H](C)CO)C[C@H](C)[C@@H](CN(C)Cc1ccncc1)OCCCC[C@@H](C)O2
  BioA inh: -2.3

> C[C@@H]1CCCCO[C@@H](CN(C)Cc2ccc(Cl)c(Cl)c2)[C@@H](C)CN([C@@H](C)CO)C(=O)c2cc(NC(=O)Nc3ccc(C(F)(F)F)cc3)ccc2O1
  BioA inh: -5.6

> C[C@@H]1CCCCO[C@H](CN(C)Cc2ccc(C(=O)O)cc2)[C@@H](C)CN([C@H](C)CO)C(=O)c2cc(NC(=O)Nc3ccccc3)ccc2O1
  BioA inh: -2.5

> O=C(C[C@@H]1CC[C@H]2[C@@H](COC[C@H](O)CN2C(=O)Nc2ccc(C(F)(F)F)cc2)O1)NCC1CC1
  BioA inh: -0.1

> CNC[C@@H]1OCCCC[C@H](C)Oc2ccc(NC(=O)Nc3ccc(C(F)(F)F)cc3)cc2C(=O)N([C@H](C)CO)C[C@@H]1C
  BioA inh: 4.5

> Cc1ccc(S(=O)(=O)Nc2ccc3c(c2)C(=O)N([C@@H](C)CO)C[C@@H](C)[C@H](CN(C)S(=O)(=O)c2ccc(C)cc2)OCCCC[C@@H](C)O3)cc1
  BioA inh: -2.1

> CO[C@H]1CN(C)C(=O)c2ccc(NS(=O)(=O)c3ccccc3C)cc2OC[C@@H](C)NC[C@H]1C
  BioA inh: 0.7

> O=C(C[C@@H]1CC[C@H]2[C@@H](COC[C@H](O)CN2Cc2ccccc2F)O1)N[C@@H]1CCN(Cc2ccccc2)C1
  BioA inh: -0.8

> O=C(O)C[C@@H]1C[C@H]2c3cc(NC(=O)Nc4ccccc4)ccc3O[C@H]2[C@H](CO)O1
  BioA inh: -2.9

> COc1ccc(NC(=O)Nc2ccc3c(c2)C(=O)N([C@@H](C)CO)C[C@H](C)[C@@H](CN(C)S(=O)(=O)c2cn(C)cn2)O3)cc1
  BioA inh: -4.8

> C[C@@H]1CN([C@H](C)CO)S(=O)(=O)c2ccc(C#CC3CC3)cc2O[C@H]1CN(C)C(=O)CN(C)C
  BioA inh: 0.7

> C[C@H]1CN([C@@H](C)CO)C(=O)c2cc(C#CC3CCCCC3)cnc2O[C@H]1CN(C)Cc1cncnc1
  BioA inh: -3.6

> CCS(=O)(=O)NCC[C@H]1CC[C@@H](NC(=O)Cc2ccccn2)[C@H](CO)O1
  BioA inh: -2.4

> CN(C)CC(=O)Nc1ccc2c(c1)[C@H]1C[C@H](CC(=O)NCc3cc(F)ccc3F)O[C@H](CO)[C@H]1O2
  BioA inh: -0.6

> COc1ccc(CN(C)C[C@@H]2Oc3ccc(NS(=O)(=O)c4ccc(F)cc4)cc3CC(=O)N([C@H](C)CO)C[C@@H]2C)cc1
  BioA inh: -0.3

> COc1cccc(S(=O)(=O)N(C)C[C@@H]2Oc3ncc(C#CCN(C)C)cc3C(=O)N([C@@H](C)CO)C[C@H]2C)c1
  BioA inh: -8.3

> C[C@@H]1CN([C@@H](C)CO)C(=O)c2cccc(NS(=O)(=O)c3cn(C)cn3)c2O[C@H]1CN(C)C(=O)Nc1ccc2c(c1)OCO2
  BioA inh: -1.5

> O=C(C[C@@H]1CC[C@H]2[C@@H](COC[C@H](O)CN2C(=O)Nc2cccc(Cl)c2)O1)N1CCCCC1
  BioA inh: -0.9

> C[C@@H]1CN([C@@H](C)CO)C(=O)CCCn2nncc2CO[C@H]1CN(C)C(=O)Nc1cccc(C(F)(F)F)c1
  BioA inh: 0.1

> C[C@@H]1CN([C@@H](C)CO)C(=O)c2cc(C#Cc3ccccc3F)cnc2O[C@H]1CN(C)C(=O)Cc1cccnc1
  BioA inh: 4.9

> C[C@@H]1CN([C@H](C)CO)S(=O)(=O)c2ccc(-c3cccc(C#N)c3)cc2O[C@H]1CN(C)C(=O)c1ccncc1
  BioA inh: -5.0

> C[C@H](CO)N1C[C@H](C)[C@@H](CN(C)Cc2ccccn2)Oc2ncc(C#C[C@@H](C)O)cc2C1=O
  BioA inh: -0.5

Fetched by compound from the entries so far:
> CN(C)CC(=O)Nc1ccc2c(c1)[C@H]1C[C@H](CC(=O)NCc3cc(F)ccc3F)O[C@H](CO)[C@H]1O2
  BioA inh: -0.6

> COc1ccc(-c2ccc([C@H]3[C@H](C#N)N[C@@H]3CO)cc2)cc1
  BioA inh: -1.2

> C[C@H](CO)N1C[C@H](C)[C@@H](CN(C)Cc2ccccn2)Oc2ncc(C#C[C@@H](C)O)cc2C1=O
  BioA inh: -0.5

> C[C@@H]1CN([C@@H](C)CO)C(=O)c2cc(C#Cc3ccccc3F)cnc2O[C@H]1CN(C)C(=O)Cc1cccnc1
  BioA inh: 4.9

> CCS(=O)(=O)NCC[C@H]1CC[C@@H](NC(=O)Cc2ccccn2)[C@H](CO)O1
  BioA inh: -2.4

Remaining list, next part
> C[C@@H](NC(=O)C[C@H]1CC[C@@H](NC(=O)Cc2ccccn2)[C@@H](CO)O1)c1ccccc1
  BioA inh: -3.1

> CNC[C@H]1Oc2ccc(NC(=O)Nc3ccc(OC)cc3)cc2C(=O)N([C@H](C)CO)C[C@H]1C
  BioA inh: 0.4

> COc1ccc(CN(C)C[C@H]2Oc3ccc(NC(=O)NC4CCCCC4)cc3C(=O)N([C@H](C)CO)C[C@H]2C)cc1
  BioA inh: -1.4

> CCCNC(=O)Nc1ccc2c(c1)OC[C@@H](C)N(C(=O)C1CC1)C[C@H](C)[C@@H](OC)CN(C)C2=O
  BioA inh: -3.3

> COc1ccc(CN(C)C[C@H]2OCCCC[C@@H](C)Oc3ccc(NC(=O)NC4CCCCC4)cc3C(=O)N([C@H](C)CO)C[C@@H]2C)cc1
  BioA inh: -1.5

> C[C@@H]1CN([C@@H](C)CO)C(=O)c2cc(NS(=O)(=O)c3cn(C)cn3)ccc2O[C@@H]1CN(C)S(C)(=O)=O
  BioA inh: -0.3

> C[C@@H]1CN([C@H](C)CO)C(=O)c2cc(NS(C)(=O)=O)ccc2O[C@@H](C)CCCCO[C@@H]1CN(C)Cc1ccccc1
  BioA inh: 0.7

> C[C@@H]1CCCCO[C@H](CN(C)Cc2ccc(C(=O)O)cc2)[C@H](C)CN([C@@H](C)CO)C(=O)c2cc(NC(=O)Nc3ccccc3)ccc2O1
  BioA inh: -0.1

> CN(C)C(=O)c1ccc(-c2ccc([C@@H]3[C@H](CO)N4CCCCN(C(=O)C5CC5)C[C@@H]34)cc2)cc1
  BioA inh: -2.4

> C[C@H]1CN([C@@H](C)CO)C(=O)Cc2cc(NC(=O)Cn3cnnn3)ccc2O[C@H]1CN(C)C(=O)NC1CCCCC1
  BioA inh: -2.0

> CO[C@H]1CN(C)C(=O)c2cc(NS(C)(=O)=O)ccc2OC[C@H](C)N(CC2CCCCC2)C[C@@H]1C
  BioA inh: 4.6

> COCC(=O)N1C[C@@H](C)[C@H](OC)CN(C)C(=O)c2cc(NC(=O)c3ccccc3)ccc2OC[C@@H]1C
  BioA inh: -3.2

> O=C(Nc1ccccc1)N1C[C@@H]2[C@H](c3ccccc31)[C@H](CO)N2CC1CCCC1
  BioA inh: -2.5

> O=C(Nc1ccc(F)cc1)N[C@@H]1CC[C@H](CCNS(=O)(=O)c2cccc(Cl)c2)O[C@@H]1CO
  BioA inh: 0.6

> COc1cccc(-c2ccc([C@H]3[C@H](C#N)N(C(=O)Cc4ccccc4)[C@H]3CO)cc2)c1
  BioA inh: -1.5

> CN1C(=O)c2cc(NC(=O)c3ccc(F)c(F)c3)ccc2OC[C@H]2O[C@@H](CC(=O)N3CCOCC3)CC[C@H]21
  BioA inh: 18

> C[C@@H](NC(=O)C[C@@H]1CC[C@@H]2[C@H](COC[C@H](O)CN2Cc2ccc(C(F)(F)F)cc2)O1)c1ccccc1
  BioA inh: 0.4

> C[C@@H]1CN([C@@H](C)CO)C(=O)c2cc(NC(=O)Cn3cnnn3)ccc2O[C@@H]1CN(C)Cc1ccc(Cl)c(Cl)c1
  BioA inh: 0.9

> COc1ccc(C#Cc2ccc([C@@H]3[C@@H](CO)N4CCCCN(C(=O)Cc5ccncc5)C[C@H]34)cc2)cc1
  BioA inh: -2.6

> C[C@H]1CN([C@@H](C)CO)S(=O)(=O)c2ccc(C#Cc3ccccc3)cc2O[C@@H]1CN(C)C(=O)Nc1ccc2c(c1)OCO2
  BioA inh: -4.1

> COc1cccc(S(=O)(=O)N(C)C[C@@H]2Oc3cc(C#CCN(C)C)ccc3S(=O)(=O)N([C@H](C)CO)C[C@H]2C)c1
  BioA inh: 1.7

> C[C@@H]1CN([C@H](C)CO)C(=O)c2cccc(NC(=O)C3CCOCC3)c2O[C@H]1CN(C)C(=O)Nc1ccc(C(F)(F)F)cc1
  BioA inh: -1.8

> CCN(C[C@@H]1[C@@H](c2ccccc2)[C@H](CO)N1C(=O)COC)S(C)(=O)=O
  BioA inh: -1.4

> C[C@@H]1CCCCO[C@@H](CN(C)C(=O)Nc2ccc(C(F)(F)F)cc2)[C@H](C)CN([C@@H](C)CO)C(=O)c2cc(NC(=O)C3CCCCC3)ccc2O1
  BioA inh: -3.3

> C[C@H](CO)N1C[C@H](C)[C@H](CN(C)C(=O)Nc2ccc3c(c2)OCO3)Oc2cc(C#Cc3cccnc3)ccc2S1(=O)=O
  BioA inh: -0.3

> COc1cccc(C(=O)Nc2ccc3c(c2)C(=O)N(C)[C@H]2CC[C@@H](CC(=O)NCc4ccccc4F)O[C@H]2CO3)c1
  BioA inh: -2.6

> CN(C)C(=O)[C@@]1(Cc2ccccc2CN=[N+]=[N-])COC(c2ccc(OCCCO)cc2)=N1
  BioA inh: 1.6

> COc1ccccc1NC(=O)N1CCCCN2[C@H](CO)[C@H](c3ccc(-c4ccccc4)cc3)[C@@H]2C1
  BioA inh: -2.4

> C[C@@H]1CN([C@H](C)CO)S(=O)(=O)c2ccc(-c3cccc(C#N)c3)cc2O[C@@H]1CN(C)C(=O)Nc1cc(F)ccc1F
  BioA inh: -1.0

> CO[C@@H]1CN(C)C(=O)c2cc(NC(=O)Nc3ccccc3F)ccc2OC[C@@H](C)N(CC2CC2)C[C@H]1C
  BioA inh: -0.5

> O=C(C[C@@H]1CC[C@H]2[C@@H](COC[C@@H](O)CN2C(=O)Nc2ccccc2)O1)NCCCN1CCOCC1
  BioA inh: 0.4

> CO[C@H](C(=O)N(C)C[C@H]1OCc2ccccc2-c2c(n(C)c3ccccc23)C(=O)N([C@@H](C)CO)C[C@H]1C)c1ccccc1
  BioA inh: -0.8
